# M5 antag = CHRM5 antagonism in calcium assay; 0.59% of 360,000 active; P08912; CHO-hM5 cells, Fluo-8 calcium fluorescence, ACh EC80; inhibition, % at 3 µM;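 active means inhibition above a per-plate cutoff, the mean of that plate's test compounds plus 3 SD, cut at about 27% in these data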;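 further: 0% = acetylcholine EC80 with DMSO and 100% = DMSO without agonist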
# Target sequence (P08912 whole entry, looked up): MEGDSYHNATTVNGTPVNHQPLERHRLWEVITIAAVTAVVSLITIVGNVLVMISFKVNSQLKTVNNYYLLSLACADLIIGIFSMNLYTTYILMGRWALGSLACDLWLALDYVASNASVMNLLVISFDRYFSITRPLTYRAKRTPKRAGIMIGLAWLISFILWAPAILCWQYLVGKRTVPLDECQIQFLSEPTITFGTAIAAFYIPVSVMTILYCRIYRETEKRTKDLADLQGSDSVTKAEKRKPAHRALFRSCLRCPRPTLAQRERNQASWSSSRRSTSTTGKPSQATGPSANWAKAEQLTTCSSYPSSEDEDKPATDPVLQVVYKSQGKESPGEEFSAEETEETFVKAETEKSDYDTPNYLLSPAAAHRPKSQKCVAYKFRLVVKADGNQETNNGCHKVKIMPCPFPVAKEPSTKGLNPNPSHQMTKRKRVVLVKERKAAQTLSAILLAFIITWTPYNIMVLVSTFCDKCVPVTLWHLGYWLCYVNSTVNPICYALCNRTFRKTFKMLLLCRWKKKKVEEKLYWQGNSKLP
# M4 PAM = positive allosteric modulators of human muscarinic M4 receptor. 0.4% of 360,000 active. CHO-K1 hM4/Gqi5, Fluo-8 calcium fluorescence, ACh EC20; 0% = ACh EC20, 100% = maximal ACh. activation, % at 3 µM. P08173. AID 624126;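 active means activation above its plate's cutoff, the mean activation of sample wells plus 3 SD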; further: some results filed as inactive read as strong as hits
# Target sequence (P08173 whole entry, looked up): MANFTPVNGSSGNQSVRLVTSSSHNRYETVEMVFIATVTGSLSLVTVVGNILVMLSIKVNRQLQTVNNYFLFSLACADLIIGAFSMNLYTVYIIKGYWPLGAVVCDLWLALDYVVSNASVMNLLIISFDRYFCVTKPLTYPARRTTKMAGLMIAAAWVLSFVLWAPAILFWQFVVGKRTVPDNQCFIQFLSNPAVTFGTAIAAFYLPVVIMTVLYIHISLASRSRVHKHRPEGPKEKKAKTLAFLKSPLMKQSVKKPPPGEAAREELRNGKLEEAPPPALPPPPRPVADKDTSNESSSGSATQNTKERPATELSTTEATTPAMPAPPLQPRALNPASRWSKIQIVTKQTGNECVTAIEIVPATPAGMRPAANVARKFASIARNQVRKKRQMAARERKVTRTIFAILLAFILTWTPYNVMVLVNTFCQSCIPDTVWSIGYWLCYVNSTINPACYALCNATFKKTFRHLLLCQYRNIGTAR
# TAAR1 agonist = human TAAR1 agonism | activation, % at 3 µM | 0.99% of 360,000 active | CHO RD-HGA16 TAAR1, Fluo-8 calcium fluorescence; vehicle wells 0%, saturating PEA agonist 100% | AID 624467;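 active means activation above the mean activation of all test compounds in the run plus 3 SD, cut at about 38% in these data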
#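 Test system: RD-HGA16 (CHO) cells co-expressing Gα16 and hTAAR1 | Doses: Single dose, 3 µM | Schedule: 17-24 h seeding, 75 min 37 °C dye, 30 min RT | Evaluation: % activation from peak over basal fluorescence ratio, DMSO-to-PEA scaled | Technique: Kinetic Fluo-8 calcium fluorescence | Benchmarks: Low control DMSO, high control PEA (EC100)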
# CHRM5 agonist = agonists of human muscarinic M5 receptor (CHRM5); AID 624037; activation, % at 3 µM; 0.19% of 360,000 active; P08912; CHO-K1 hM5 cells, Fluo-8 calcium fluorescence; 0% DMSO wells, 100% maximal acetylcholine response;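 active means activation above the run's mean over test compounds plus 3 SD, cut at about 23% in these data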;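 further: signal is peak over basal fluorescence ratio across the kinetic read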
# M1 PAM parental = nonselective activator or artifact in parental CHO-K1 calcium assay. 0.02% of 360,000 active. activation, % at 3 µM. ATP EC20, Fluo-8 calcium fluorescence; 0% at ATP EC20, 100% at ATP max;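 active means activation above the run cutoff, the mean activation of all test compounds plus 3 SD, cut at about 40% in these data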;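 further: peak over basal fluorescence ratio in a 140 s read after ATP addition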
# TAAR1 antag = human TAAR1 antagonism; 1.5% of 360,000 active; inhibition, % at 3 µM; CHO RD-HGA16 TAAR1, Fluo-8 calcium fluorescence, antagonist; Q96RJ0;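 active means inhibition above a per-plate cutoff, the mean inhibition of test compounds on that plate plus 3 SD, cut at about 49% in these data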;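 further: 0% = DMSO plus EC80 beta-PEA response and 100% = DMSO alone without agonist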
#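 Assay system: RD-HGA16 CHO cells with stable hTAAR1 and Gα16 / Reagent: EC80 β-phenethylamine stimulus / Doses: 3 µM, single point / Timing: dye loading 75 min at 37 °C, then 30 min room temperature / Measured by: Fluo-8 intracellular calcium dye fluorescence, real-time kinetic reads / Controls: vehicle wells and EC80 agonist wells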
# CRFR2-BP ag = agonists of human CRF-binding protein/CRF-R2 receptor complex; activation, % at 13.2 µM; 0.46% of 350,000 active; HEK293 CRF-R2/CRF-BP, calcium dye fluorescence (FLIPR); percent of saturating CRF peptide response;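 active means activation of at least 50%, plus an integration ratio under a set limit after plate pattern correction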;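 further: plate controls were neutral control wells without compound for no effect and CRF at EC100 for full effect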
# CRFBP-R2 block = CRF-BP/CRF-R2 complex antagonism. HEK293 CRF-R2/CRF-BP, CRF-induced calcium fluorescence. inhibition, % at 11.8 µM. 0.59% of 350,000 active. AID 588475;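 active means inhibition of the ligand-induced calcium signal above about 50% at the single tested concentration, limit read from the data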
# M5 PAM = positive allosteric modulators of human muscarinic M5 receptor. 0.3% of 360,000 active. activation, % at 3 µM. CHO-K1 hM5, Fluo-8 calcium, ACh EC20 PAM; 0% = ACh EC20, 100% = ACh EC100. P08912;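 active means activation above the run cutoff, the mean activation of all test compounds plus 3 SD, cut at about 18% in these data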
#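 Assay system: CHO-K1 hM5 cells. Also added: acetylcholine at EC20 concentration, added after compound. Dosing: 3 µM, single dose. Times: compound preincubation 140 s before EC20 acetylcholine addition. Signal: Fluo-8 calcium fluorescence. Measure: % activation relative to EC20 and EC100 ACh responses. Repeats: singlicate, one well per test compound.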
# Numbers without * were called inactive; . = not tested or not shown.
SMILES,M5 antag,M4 PAM,TAAR1 agonist,CHRM5 agonist,M1 PAM parental,TAAR1 antag,CRFR2-BP ag,CRFBP-R2 block,M5 PAM
Cc1occc1C(=O)NC(C)c1ccc2c(c1)OCO2 (stereo unspecified),-1,3,0,0,-2,1,1.3,16,1
CC1(C)CC(=O)C2=C(C1)OC(/N=C/N1CCOCC1)=C(C#N)C2c1ccccc1 (stereo unspecified),3,6,-1,-4,20,-13,-1.2,-2,1
CC1CC1c1ccc(/C=C(\C#N)C(=O)Nc2ccc(Cl)cc2Cl)o1 (stereo unspecified),-17,6,0,-3,22,-3,36,-49,6
COC(=O)c1ccc(CSc2nc3ccccc3c(=O)n2CC(C)C)o1,8,-6,14,-9,-7,18,1.2,27,-7
CC1(c2nnc(-c3cccc(Cl)c3)o2)CC(c2ccccc2F)=NO1 (stereo unspecified),8,5,9,1,3,15,-0.7,12,3
O=[N+]([O-])c1ccc(/C=N/Nc2nc(N3CCCC3)nc(N3CCCC3)n2)o1,8,1,3,1,2,16,-0.5,-11,-5
COc1cc2cc(C(=O)NC(C)c3cccc4ccccc34)c(N)nc2cc1OC (stereo unspecified),19,2,13,3,12,47,.,.,-16
CCOC(=O)CN1NC2(CCCC(C)C2)NC1=S (stereo unspecified),3,3,4,-1,-7,5,-0.3,13,-2
C=CCn1c(SCC(=O)N2CCOCC2)nc2sc(CC)cc2c1=O,11,6,1,1,-2,-13,-2.0,14,-16
Cc1cc(NC(=O)CSc2nc(-c3ccccc3)c(C#N)c(=O)[nH]2)no1,-8,21*,3,-2,25,16,0.9,10,9
CCOC(=O)N1CCN(Cc2nc3cc([N+](=O)[O-])ccc3n2CC)CC1,13,-12,4,-3,10,-3,-0.4,12,-5
CCOc1ncccc1C(=O)N(CCC(C)C)c1c(N)n(Cc2ccccc2)c(=O)[nH]c1=O,6,9,7,1,-5,-17,-0.2,-2,5
Cc1nn(C)c(Cl)c1CN1CCCC(CO)(Cc2cccc(Cl)c2)C1 (stereo unspecified),6,-4,4,-8,21,2,-0.2,-1,-11
O=C(CN(Cc1ccccc1)C(=O)c1csnn1)NCCc1ccccc1,3,5,75*,-1,-5,25,-0.6,3,2
CC1(C)Cc2ccccc2C(c2cc3ccccc3oc2=O)=N1,-3,-2,0,2,0,9,-3.0,10,16
COc1ccccc1CNC(=O)COC(=O)C1CC1,7,10,12,1,4,-2,-2.0,3,-3
CCc1ccc(C2=NN(c3ccc(S(N)(=O)=O)cc3)C(c3ccc(F)cc3)C2)cc1 (stereo unspecified),7,-3,7,-4,17,5,-0.8,14,-13
C[C@H](NC(=O)c1nc[nH]c1C(=O)NCCCCCN)C(=O)OC(C)(C)C,4,4,9,1,16,6,-1.3,9,2
CCOC(=O)C1=C(COC(=O)Cc2c(F)cccc2Cl)NC(=O)NC1C (stereo unspecified),7,16,8,0,-17,7,-0.2,7,-1
CCOC(=O)C1C(=O)NC(N2CCN(c3ccccc3)CC2)=NC1c1ccco1 (stereo unspecified),6,-5,0,0,-2,7,-1.8,11,-1

# Gathered by group, those above containing sulfur (six)
SMILES,M5 antag,M4 PAM,TAAR1 agonist,CHRM5 agonist,M1 PAM parental,TAAR1 antag,CRFR2-BP ag,CRFBP-R2 block,M5 PAM
COC(=O)c1ccc(CSc2nc3ccccc3c(=O)n2CC(C)C)o1,8,-6,14,-9,-7,18,1.2,27,-7
CCOC(=O)CN1NC2(CCCC(C)C2)NC1=S (stereo unspecified),3,3,4,-1,-7,5,-0.3,13,-2
C=CCn1c(SCC(=O)N2CCOCC2)nc2sc(CC)cc2c1=O,11,6,1,1,-2,-13,-2.0,14,-16
Cc1cc(NC(=O)CSc2nc(-c3ccccc3)c(C#N)c(=O)[nH]2)no1,-8,21*,3,-2,25,16,0.9,10,9
O=C(CN(Cc1ccccc1)C(=O)c1csnn1)NCCc1ccccc1,3,5,75*,-1,-5,25,-0.6,3,2
CCc1ccc(C2=NN(c3ccc(S(N)(=O)=O)cc3)C(c3ccc(F)cc3)C2)cc1 (stereo unspecified),7,-3,7,-4,17,5,-0.8,14,-13

# New compounds follow.
SMILES,M5 antag,M4 PAM,TAAR1 agonist,CHRM5 agonist,M1 PAM parental,TAAR1 antag,CRFR2-BP ag,CRFBP-R2 block,M5 PAM
N#Cc1c(N)c(C(=O)c2ccccc2)n2c1CCCC2,-4,17,7,-2,2,4,-0.4,-16,4
CCOc1ccc(OCC)c(NC(=O)CN2CCN(CC(=O)NC(C)C)CC2)c1,4,2,2,2,-9,0,-0.9,14,2
O=C(NCCc1ccccc1C(F)(F)F)C1CCC(=O)N(CCCN2CCCC2=O)C1 (stereo unspecified),-4,5,1,4,-13,-24,0.3,-2,15
CC1=C(C(=O)N2CCCCCC2)CC(CC(=O)NC2CCCC2)C(=O)N1CCC1=CCCCC1 (stereo unspecified),-9,6,0,2,7,-26,.,.,3
Cc1ccccc1NC(=O)C(C)OC(=O)CCC(=O)c1ccccc1 (stereo unspecified),-7,-2,0,1,-9,-4,-1.2,11,-3
CCOc1ccc(S(=O)(=O)N2CN(c3cccc(C(C)=O)c3)c3nc4ccccc4nc32)cc1,5,2,0,7,6,-23,0.0,52*,5
O=C(CN1C(=O)CCC1=O)Nc1nc(-c2cccs2)cs1,2,0,9,-1,1,12,-2.3,6,-14
CC1/C(=C\c2ccc(Cl)cc2)C(=O)C2CC1C2(C)C (stereo unspecified),1,4,5,-4,21,-8,0.7,-11,3
COc1cc2c(cc1OC)C(Cc1ccccc1[N+](=O)[O-])=NCC2,4,-1,0,-1,10,-2,-7.0,28,-1
CC(C)Cn1c(=O)c2ccccc2n2c(CCC(=O)NCC3CCCO3)nnc12 (stereo unspecified),1,-5,2,-1,12,-8,-0.3,-2,0
CN(Cc1nccs1)C(=O)CC1C(=O)NCCN1Cc1ccc(-c2ccccc2)cc1 (stereo unspecified),5,-9,4,2,19,10,-1.8,10,-9
COc1ccc(-c2nc3ccc(C(=O)NCCCN4CCOCC4)cc3nc2-c2ccc(OC)cc2)cc1,4,-2,2,-8,21,-10,1.4,2,2
COc1cc(C(=O)Nc2cccc(S(=O)(=O)N3CCCC3)c2)c([N+](=O)[O-])cc1OC,5,-5,0,2,-1,1,-1.7,23,4
O=C(NCc1ccco1)c1cc(-c2ccccc2)nc2ccccc12,4,-10,8,-3,19,47,2.2,-8,-5
CCN(CC)CCN1C(=O)c2ccccc2NC1c1ccccc1F (stereo unspecified),14,-15,4,-7,-1,-5,-1.3,27,-23
CCc1nnc(NC(=O)CCC(=O)N2CCN(CCc3ccccc3)CC2)s1,6,-2,4,-1,17,-41,-0.4,6,-8
CC(C)(C)n1cc(S(=O)(=O)c2ccccc2)[nH]c1=O,-8,0,4,-7,2,-1,-2.2,9,-3
Cc1cc(NS(=O)(=O)c2ccc(NC(=O)c3cc(-c4cccnc4)nc4ccc(Cl)cc34)cc2)no1,4,-4,0,-4,17,7,0.4,8,-6
O=C(N/N=C/c1cccc(Cl)c1)c1c(O)c2c([nH]c1=O)CCCC2,-5,17,0,4,21,-23,-0.6,-1,5
CCOC(=O)c1c(C)[nH]c(=S)c(C#N)c1-c1ccccc1,-4,2,2,-4,-2,-2,-4.2,18,4
O=C(COc1ccccc1)NS(=O)(=O)c1ccccc1,6,9,3,-3,16,-9,0.6,-4,2
CCCn1c2c(c(O)c(C(=O)NC)c1=O)CCCC2,-6,11,5,1,22,-6,-1.7,8,6
CC(=O)C1=CCC(c2ccc(Cl)cc2)N(S(=O)(=O)c2ccccc2)C1 (stereo unspecified),7,-7,1,-2,11,7,.,.,-5
Cc1ccc(NC(=O)CNc2cccc(Br)c2)cc1S(=O)(=O)N1CCOCC1,12,-6,12,3,0,15,-1.0,4,-9
Cc1ccc(-c2ccc(CCC(=O)O)n2Cc2ccco2)cc1,3,7,12,0,10,-12,-0.1,-3,6
O=C(Nc1ccccc1)c1ccccc1NC(=O)C(F)(F)F,9,0,19,4,13,-8,55*,34,-9
COc1cc(/C=N/NC(=O)c2c(-c3ccccc3)noc2C)cc(OC)c1OC,12,15,0,-4,22,10,-1.2,-1,-4
CCNC(=O)NC(=O)C(C)N1C(=O)NC(c2ccccc2)(c2ccccc2)C1=O (stereo unspecified),11,2,3,0,3,4,-0.3,-4,2
Cn1c(=O)[nH]c(=O)c2c1nc(NC1CCCC1)n2Cc1ccccc1,9,3,5,0,-12,-14,-1.1,-9,3
CCCNC(=S)NC1CC2CCCC(C1)N2CC(C)C (stereo unspecified),-9,-11,13,-7,8,-1,0.1,7,-2
CC(/C=C/c1ccccc1F)=N\NC(=O)c1ccccc1,2,1,2,-7,-3,5,-0.4,13,-10
COC(=O)c1ccc(S(=O)(=O)N(Cc2ccccc2)Cc2ccccc2)n1C,2,-22,0,-1,-15,102*,3.1,3,2
O=C(NC1CCCCC1NC(=O)c1cccs1)c1cccs1 (stereo unspecified),1,7,-1,2,-7,26,-1.6,1,-1
CCOC(=O)C(/C=C(\C#N)C(=O)OCC)=C(/N)N1CCN(c2ccccc2)CC1,7,-4,15,-3,2,-16,4.4,21,-7
CC(C)NC(=O)Nc1ccc2c(c1)C(=O)N([C@H](C)CO)C[C@H](C)[C@@H](CN(C)Cc1ccc(C(F)(F)F)cc1)OCCCC[C@@H](C)O2,-6,-3,-2,0,8,-5,3.3,-2,-2
Brc1ccc(NCc2cccc3ccccc23)nc1,1,6,6,-2,9,19,0.3,-16,-1
CCOc1cc(NC(=S)Nc2cccc(C)c2)c(OCC)cc1NC(=O)CC(C)C,11,4,-3,0,24,-25,-2.6,-2,3
CCOc1ccc(N(C(=O)CNC(=O)c2ccco2)C(C(=O)NC2CCCC2)c2cccnc2)cc1 (stereo unspecified),-3,2,3,-4,-21,-24,-0.7,-12,6
COc1ccc(C(=O)Nc2nc(-c3cccs3)cs2)cc1,2,-2,5,-4,12,7,-4.5,14,-1
CCOc1ccc2nc(NC(=O)C3CCCN(S(=O)(=O)c4cccs4)C3)sc2c1 (stereo unspecified),-3,2,3,0,12,13,0.1,-8,-4
CN(Cc1ccccc1C(F)(F)F)C(=O)C1CCC(=O)N(CC2CCCCC2)C1 (stereo unspecified),4,0,3,1,14,-24,-0.7,0,-3
O=C1NC[C@H](CCCCN2CCN(CCc3ccc(O)cc3)C(=O)C2=O)N(CCc2ccc(O)cc2)C1=O,3,5,1,2,11,-1,.,.,0
C=CCOc1ccc(/C=C(\C#N)C(=O)Nc2ccccn2)cc1OC,16,0,2,-4,6,12,-0.3,16,-4
CCCCC(c1nc2ccccc2[nH]1)n1c(-c2ccccc2)nc2ccccc21 (stereo unspecified),6,8,0,1,9,0,.,.,-3
CN(CC(=O)Nc1ccccc1Cl)C(=O)C1CCN(S(=O)(=O)c2ccc3c(c2)OCCO3)CC1,-3,3,4,-3,1,-13,-0.5,15,5

# Bioassay records from PubChem BioAssay.
